TRPC6 inh = mouse TRPC6 channel inhibitors, primary screen, cell-based, HEK293, membrane potential dye | Short transient receptor potential channel 6 (Mus musculus), Q61143 | ACh-evoked depolarization; stronger effect = lower value | B-score at 10 µM | 310,000 tested, 1.1% active;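 active = B-score under library mean minus 3 SD, initial fluorescence not abnormally high, positive integrated signal ratio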;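 also: B-score derived from integrated fluorescence ratio over the kinetic read; more negative B-score means stronger inhibition of depolarization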
Target sequence (Q61143 whole entry, looked up): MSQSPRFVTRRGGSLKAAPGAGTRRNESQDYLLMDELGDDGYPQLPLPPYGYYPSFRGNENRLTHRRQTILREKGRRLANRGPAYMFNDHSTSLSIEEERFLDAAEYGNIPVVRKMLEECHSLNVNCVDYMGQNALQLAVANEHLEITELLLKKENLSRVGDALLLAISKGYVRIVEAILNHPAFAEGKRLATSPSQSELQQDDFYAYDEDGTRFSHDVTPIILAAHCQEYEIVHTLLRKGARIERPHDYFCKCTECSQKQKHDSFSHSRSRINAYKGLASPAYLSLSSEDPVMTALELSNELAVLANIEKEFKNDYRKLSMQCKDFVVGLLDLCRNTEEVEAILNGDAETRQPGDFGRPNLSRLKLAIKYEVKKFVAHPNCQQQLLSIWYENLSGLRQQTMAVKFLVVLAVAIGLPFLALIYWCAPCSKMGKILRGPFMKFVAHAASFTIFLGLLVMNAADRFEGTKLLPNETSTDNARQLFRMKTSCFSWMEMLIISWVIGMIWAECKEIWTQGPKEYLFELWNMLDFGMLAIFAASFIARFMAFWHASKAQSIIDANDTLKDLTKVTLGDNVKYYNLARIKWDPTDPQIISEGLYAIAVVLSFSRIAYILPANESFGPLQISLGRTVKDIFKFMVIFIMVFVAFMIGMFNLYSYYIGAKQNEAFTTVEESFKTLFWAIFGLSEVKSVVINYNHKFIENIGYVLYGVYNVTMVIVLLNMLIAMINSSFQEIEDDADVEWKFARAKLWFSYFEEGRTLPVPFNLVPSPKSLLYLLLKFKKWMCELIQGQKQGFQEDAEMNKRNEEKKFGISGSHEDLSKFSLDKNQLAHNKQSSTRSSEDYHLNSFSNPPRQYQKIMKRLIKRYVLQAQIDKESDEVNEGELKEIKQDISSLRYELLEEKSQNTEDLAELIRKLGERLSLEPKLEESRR
MrgX1 agonist = agonists of human MrgX1 receptor, primary screen, HEK293 cells, Fluo-4 calcium flux; 310,000 tested, 0.44% active; AID 588627, 2011; Mas-related G-protein coupled receptor member X1 (Homo sapiens), Q96LB2; B-score at 10 µM; Fluo-4 calcium fluorescence, agonist mode; stronger effect = higher value;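 active = calcium response B-score plate-corrected fluorescence ratio at least 3 library SD, with starting fluorescence B-score inside 5 SD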
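times = overnight plating, then 30 min 37 °C plus 30 min room-temperature dye loading | assay system = stable human MrgX1 HEK293 cell line | input = fifteen thousand cells per well | signal = kinetic calcium dye fluorescence, Fluo-4 NW | dosing = compound delivered in addition one of three | read-out = B-scored fluorescence response ratio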
HIF activator = HIF pathway transcriptional activators, primary screen, cell-based, U2OS HRE-luciferase, luminescence. 300,000 tested, 0.32% active. U2OS HRE-luciferase reporter; normalized: DMSO 0%, desferrioxamine 100%. AID 1910, 2009. activation, % at 7.5 µM (by protocol);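 active = mean activation of at least 10% of the iron chelator positive control signal, with at least half of replicates also reaching 10%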
RGS4 pot = RGS4 potentiators or activators, primary screen, cell-based, HEK293 M3R inducible RGS4, calcium flux. carbachol calcium flux Fluo4; stronger effect = lower value. B-score at 10 µM. 310,000 tested, 0.92% active. AID 463111, 2010;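 active = B-score of the integrated calcium signal more than 4 SD below the library mean, with starting fluorescence not abnormally high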;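 also: negative B-score means reduced calcium response which marks RGS4 activation or potentiation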
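test system = HEK293 cells with stable M3R and inducible RGS4 | schedule = recording 10 s baseline at 1 Hz, 100 s post-agonist | technique = Fluo4-AM (2 µM) calcium-flux fluorescence, kinetic read | measure = Agonist-evoked peak-minus-minimum fluorescence over baseline, integrated ratio, B score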
RGS4 inh = RGS4 inhibitors, primary screen, cell-based, HEK293 M3R inducible RGS4, calcium flux; Regulator of G-protein signaling 4 (Homo sapiens), P49798; Fluo-4 calcium flux; stronger effect = higher value; triggered by carbachol at its EC20; B-score at 10 µM; 310,000 tested, 0.45% active; AID 463165, 2010;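 active = B-score, a plate-corrected calcium signal, over three deviations above library mean, with baseline fluorescence within five deviations of library mean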;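 also: RGS4 expression induced by doxycycline in cells with stable M3 receptor; B-score is computed from the integrated fluorescence ratio over baseline after carbachol; higher B-score means a larger calcium signal and so more RGS4 inhibition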
MrgX1 antag = antagonists of human MrgX1 receptor, primary screen, HEK293 cells, Fluo-4 calcium flux; Mas-related G-protein coupled receptor member X1 (Homo sapiens), Q96LB2; BAM8-22 antagonism; stronger effect = lower value; 310,000 tested, 1.3% active; B-score at 10 µM;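 active = calcium-response B-score plate-corrected more than 3 library SD below zero, starting fluorescence within 5 deviations, no agonist response on first addition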;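 also: peak minus trough fluorescence over baseline after final BAM8-22 challenge near maximal dose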
TRPC6 activator = mouse TRPC6 channel activators, primary screen, cell-based, HEK293, membrane potential dye | B-score at 10 µM | HEK293-TRPC6 membrane potential dye fluorescence; stronger effect = higher value | Short transient receptor potential channel 6 (Mus musculus), Q61143 | 310,000 tested, 0.13% active;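 active = B-score of the integrated fluorescence ratio above library mean plus 3 SD, and starting fluorescence ratio within library mean plus 5 SD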;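 also: higher score means more depolarization so channel activation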
TRPC4 block = inhibitors of mouse TRPC4 channel, primary screen, Fluo4 calcium, HEK293 TRPC4beta/mu-opioid cells; Short transient receptor potential channel 4 (Mus musculus), Q9QUQ5; DAMGO-evoked Fluo4 calcium flux; stronger effect = lower value; B-score at 10 µM; 300,000 tested, 0.39% active;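 active = B-score over 3 SD under the library average, no early fluorescence shift, positive overall ratio signal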
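Material: HEK293 cells with stable TRPC4beta plus mu-opioid receptor expression / Probe or stimulus: DAMGO in two steps, submaximal then maximal / Compound: single concentration per test compound / Technique: kinetic Fluo4 fluorescence imaging of calcium influx / Read-out: per-well B score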
Platelet DG rel = inhibitors of platelet dense granule secretion, primary screen, cell-based, MLPCN, human platelets. 300,000 tested, 0.22% active. human platelet-rich plasma, SFLLRN dense granule ATP release, luminescence. AID 1663, 2009. inhibition, %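 (compounds screened at 7.5 µM in platelet-rich plasma)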;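 active = mean replicate score, as percent of positive control, at or above 50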
MrgX1 PAM = positive allosteric modulators of MrgX1, primary screen, HEK293 cells, Fluo-4 calcium flux; AID 588675, 2011; 310,000 tested, 0.63% active; B-score at 10 µM; FDSS; stronger effect = higher value; Mas-related G-protein coupled receptor member X1 (Homo sapiens), Q96LB2;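 active = plate-corrected calcium response at least 3 library SD above typical, normal starting fluorescence, not activating the receptor alone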;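 also: compound read alongside a low EC10 to EC30 dose of BAM8-22 agonist; peak minus trough fluorescence over baseline measured at the second addition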
SKKanGAS inh = S. pyogenes SKKanGAS growth inhibitors in kanamycin, primary screen, streptokinase expression inhibitor project, SKKanGAS strain, BacTiter-Glo luminescence; 6 h; 300,000 tested, 1.3% active; inhibition, % at 7.5 µM;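 active = mean replicate score, as percent of positive control median, at least 50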;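 also: strain carries kanamycin resistance gene driven by streptokinase promoter and grows in 40 µg/ml kanamycin; loss of luminescence reflects streptokinase promoter inhibition or plain growth inhibition; 0% = median of DMSO wells and 100% = positive control at its reference dose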
* marks the source's active call; other numbers are inactive results.

How did COc1ccc(OCC(=O)N/N=C/c2ccc(N(C)C)cc2)cc1 do in these assays?
TRPC6 inh: inactive; MrgX1 agonist: inactive; HIF activator: 0.2; RGS4 pot: inactive; RGS4 inh: inactive; MrgX1 antag: inactive; TRPC6 activator: inactive; TRPC4 block: inactive; Platelet DG rel: 4; MrgX1 PAM: inactive; SKKanGAS inh: 9

How did O=S(=O)(N/N=C\c1ccc2c(c1)OCO2)c1ccc(Cl)cc1 do in these assays?
TRPC6 inh: inactive; MrgX1 agonist: inactive; HIF activator: 0.3; RGS4 pot: inactive; RGS4 inh: inactive; MrgX1 antag: inactive; TRPC6 activator: inactive; TRPC4 block: inactive; Platelet DG rel: -3; MrgX1 PAM: inactive; SKKanGAS inh: 5

Results for CC(NC(=O)C1CCC(C(C)(C)C)CC1)C(c1ccccc1)N1CCOCC1 (centres undefined) ?
TRPC6 inh: inactive; MrgX1 agonist: inactive; HIF activator: 0.2; RGS4 pot: inactive; RGS4 inh: inactive; MrgX1 antag: inactive; TRPC6 activator: inactive; TRPC4 block: inactive; Platelet DG rel: 1; MrgX1 PAM: inactive; SKKanGAS inh: 9

How did Cc1c(NC(=S)NC(=O)CC(C)C)c(=O)n(-c2ccccc2)n1C do in these assays?
TRPC6 inh: inactive; MrgX1 agonist: inactive; HIF activator: -0.4; RGS4 pot: inactive; RGS4 inh: inactive; MrgX1 antag: inactive; TRPC6 activator: inactive; TRPC4 block: inactive; Platelet DG rel: -2; MrgX1 PAM: inactive; SKKanGAS inh: -20

What do the screens show for `CCCCn1c(N)c(N(CCOC)C(=O)c2ccc(-c3ccc([N+](=O)[O-])cc3)o2)c(=O)[nH]c1=O`?
TRPC6 inh: inactive; MrgX1 agonist: inactive; HIF activator: -0.3; RGS4 pot: inactive; RGS4 inh: inactive; MrgX1 antag: inactive; TRPC6 activator: inactive; TRPC4 block: inactive; Platelet DG rel: -4; MrgX1 PAM: inactive; SKKanGAS inh: 6

How did O=C(Cn1ccc([N+](=O)[O-])n1)NCCc1c[nH]c2ccccc12 do in these assays?
TRPC6 inh: inactive; MrgX1 agonist: inactive; HIF activator: -0.7; RGS4 pot: inactive; RGS4 inh: inactive; MrgX1 antag: inactive; TRPC6 activator: inactive; TRPC4 block: inactive; Platelet DG rel: -2; MrgX1 PAM: inactive; SKKanGAS inh: 3

What do the screens show for `COCc1cc(C)nc(Nc2cc(C)ccc2C)c1C#N`?
TRPC6 inh: inactive; MrgX1 agonist: inactive; RGS4 pot: inactive; RGS4 inh: inactive; MrgX1 antag: inactive; TRPC6 activator: inactive; TRPC4 block: inactive; Platelet DG rel: -19; MrgX1 PAM: inactive; SKKanGAS inh: -10

What do the screens show for `Cc1cc(OC(=O)c2cccc(C(F)(F)F)c2)c([N+](=O)[O-])c(=O)[nH]1`?
TRPC6 inh: inactive; MrgX1 agonist: inactive; HIF activator: -0.2; RGS4 pot: inactive; RGS4 inh: inactive; MrgX1 antag: inactive; TRPC6 activator: inactive; TRPC4 block: inactive; Platelet DG rel: -26; MrgX1 PAM: inactive; SKKanGAS inh: -1

What do the screens show for `CCCCNC(=O)CCc1nc2cccnc2n1Cc1ccc(OC)cc1`?
TRPC6 inh: inactive; MrgX1 agonist: inactive; HIF activator: -1.1; RGS4 pot: inactive; RGS4 inh: inactive; MrgX1 antag: inactive; TRPC6 activator: inactive; TRPC4 block: inactive; Platelet DG rel: 3; MrgX1 PAM: inactive; SKKanGAS inh: 1

Results for CNC(=O)/C(C#N)=C\c1ccc(CNS(=O)(=O)c2ccccc2)o1 ?
TRPC6 inh: inactive; MrgX1 agonist: inactive; HIF activator: 0.1; RGS4 pot: inactive; RGS4 inh: inactive; MrgX1 antag: inactive; TRPC6 activator: inactive; TRPC4 block: inactive; Platelet DG rel: 8; MrgX1 PAM: inactive; SKKanGAS inh: -6

Results for CCSc1nnc(NC(=O)CN2C(=O)C3CC=CCC3C2=O)s1 (centres undefined) ?
TRPC6 inh: inactive; MrgX1 agonist: inactive; HIF activator: 0.1; RGS4 pot: inactive; RGS4 inh: inactive; MrgX1 antag: inactive; TRPC6 activator: inactive; TRPC4 block: inactive; Platelet DG rel: -1; MrgX1 PAM: inactive; SKKanGAS inh: -1

Results for C=C(C)C(=O)Nc1cccc(C2=NOC3(C2)C[C@H](C(N)=O)N(C(=O)COc2ccc(Cl)cc2)C3)c1 (some centres undefined) ?
TRPC6 inh: inactive; MrgX1 agonist: inactive; HIF activator: 0.4; RGS4 pot: inactive; RGS4 inh: inactive; MrgX1 antag: inactive; TRPC6 activator: inactive; TRPC4 block: inactive; Platelet DG rel: 10; MrgX1 PAM: inactive; SKKanGAS inh: -3

Results for COc1cc(OC)c2cc(C(=O)N[C@H](C(=O)N3CCC[C@H]3C(=O)O)C(C)C)n(C)c2c1 ?
TRPC6 inh: inactive; MrgX1 agonist: inactive; HIF activator: 0.6; RGS4 pot: inactive; RGS4 inh: inactive; MrgX1 antag: inactive; TRPC6 activator: inactive; TRPC4 block: inactive; Platelet DG rel: 5; MrgX1 PAM: inactive; SKKanGAS inh: 0

What do the screens show for `COC(=O)Nc1nc(-c2ccccc2)c(C(=O)c2ccccc2)s1`?
TRPC6 inh: inactive; MrgX1 agonist: inactive; HIF activator: 0.0; RGS4 pot: inactive; RGS4 inh: inactive; MrgX1 antag: inactive; TRPC6 activator: inactive; TRPC4 block: inactive; Platelet DG rel: 3; MrgX1 PAM: inactive; SKKanGAS inh: 13

Results for O=C(CSc1nc2c(c(=O)n1-c1ccc(Cl)cc1)SCC2)N1CCOCC1 ?
TRPC6 inh: inactive; MrgX1 agonist: inactive; HIF activator: -0.1; RGS4 pot: inactive; RGS4 inh: inactive; MrgX1 antag: inactive; TRPC6 activator: inactive; TRPC4 block: inactive; Platelet DG rel: 5; MrgX1 PAM: inactive; SKKanGAS inh: 0

What do the screens show for `CCCCn1c(SCC(=O)N2CCC(C(=O)OCC)CC2)nc2cc(S(N)(=O)=O)ccc21`?
TRPC6 inh: inactive; MrgX1 agonist: inactive; HIF activator: -0.8; RGS4 pot: inactive; RGS4 inh: inactive; MrgX1 antag: inactive; TRPC6 activator: inactive; TRPC4 block: inactive; Platelet DG rel: 9; MrgX1 PAM: inactive; SKKanGAS inh: -8

Results for C/C(=N/NC(=O)c1ccc(C)s1)c1cccnc1 ?
TRPC6 inh: inactive; MrgX1 agonist: inactive; HIF activator: 0.4; RGS4 pot: inactive; RGS4 inh: inactive; MrgX1 antag: inactive; TRPC6 activator: inactive; TRPC4 block: inactive; Platelet DG rel: 2; MrgX1 PAM: inactive; SKKanGAS inh: 4

How did CC(=O)Nc1c(F)cc(Br)cc1F do in these assays?
TRPC6 inh: inactive; MrgX1 agonist: inactive; HIF activator: -0.5; RGS4 pot: inactive; RGS4 inh: inactive; MrgX1 antag: inactive; TRPC6 activator: inactive; TRPC4 block: inactive; Platelet DG rel: -3; MrgX1 PAM: inactive; SKKanGAS inh: 9

What do the screens show for `CSc1nc(N(CCO)CCO)c2sc3nc(-c4ccco4)c4c(c3c2n1)CCC4`?
TRPC6 inh: inactive; HIF activator: 0.4; RGS4 pot: inactive; RGS4 inh: inactive; TRPC6 activator: inactive; TRPC4 block: inactive; Platelet DG rel: 7; SKKanGAS inh: 10

How did CCSc1nc(=S)cc(C)[nH]1 do in these assays?
TRPC6 inh: inactive; MrgX1 agonist: inactive; HIF activator: -15; RGS4 pot: inactive; RGS4 inh: inactive; MrgX1 antag: inactive; TRPC6 activator: inactive; TRPC4 block: inactive; Platelet DG rel: -2; MrgX1 PAM: inactive; SKKanGAS inh: -5

How did CCOc1ccc(C(=O)OC2CCCN(C)C2)cc1 (centres undefined) do in these assays?
TRPC6 inh: inactive; MrgX1 agonist: inactive; HIF activator: 0.8; RGS4 pot: inactive; RGS4 inh: inactive; MrgX1 antag: inactive; TRPC6 activator: inactive; TRPC4 block: inactive; Platelet DG rel: -5; MrgX1 PAM: inactive; SKKanGAS inh: -2

Results for Cn1nc(-c2ccc(Cl)cc2)nc2c(=O)n(C)c(=O)nc1-2 ?
TRPC6 inh: -5.1*; MrgX1 agonist: inactive; HIF activator: -1.7; RGS4 pot: inactive; RGS4 inh: inactive; MrgX1 antag: -4.6*; TRPC6 activator: inactive; TRPC4 block: inactive; Platelet DG rel: 8; MrgX1 PAM: inactive; SKKanGAS inh: 84*

How did CC1(NC(=O)C23CC4CC(CC(C4)C2)C3)CCS(=O)(=O)C1 (centres undefined) do in these assays?
TRPC6 inh: inactive; MrgX1 agonist: inactive; HIF activator: 0.0; RGS4 pot: inactive; RGS4 inh: inactive; MrgX1 antag: inactive; TRPC6 activator: inactive; TRPC4 block: inactive; Platelet DG rel: 0; MrgX1 PAM: inactive; SKKanGAS inh: 1

Results for O=C(COC(=O)CNC(=O)c1sc2ccccc2c1Cl)Nc1cc(Cl)cc(Cl)c1 ?
TRPC6 inh: inactive; MrgX1 agonist: inactive; HIF activator: 0.7; RGS4 pot: inactive; RGS4 inh: inactive; MrgX1 antag: inactive; TRPC6 activator: inactive; TRPC4 block: inactive; Platelet DG rel: -9; MrgX1 PAM: inactive; SKKanGAS inh: -14

How did Fc1cc(F)c2nc(Nc3nc4cc5c(cc4s3)OCO5)sc2c1 do in these assays?
TRPC6 inh: inactive; MrgX1 agonist: inactive; HIF activator: 3.0; RGS4 pot: inactive; RGS4 inh: inactive; MrgX1 antag: inactive; TRPC6 activator: inactive; TRPC4 block: inactive; Platelet DG rel: 1; MrgX1 PAM: inactive; SKKanGAS inh: 18

High-throughput results (PubChem BioAssay)
